Compound activity as filed in PubChem.
DAX1 inh-1 – inhibitors of DAX1 repression of SF-1 activated StAR promoter. AID 652010. hit rate 1.1% among 370,000. HEK293T StAR-luciferase reporter, SF-1/DAX-1 repression relief. inhibition, % at 6.8 µM;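 active means inhibition above the mean over all tested compounds plus 3 SD, cut at about 3.6% in these data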;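 further: 0% = DAX-1 cells with DMSO and 100% = cells lacking DAX-1 with DMSO; higher inhibition means more luminescence from relief of DAX-1 repression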
PLCb3 inh – inhibitors of human phospholipase C beta3; Q01970; inhibition, % at 12.2 µM; hit rate 0.18% among 370,000; Purified PLC-beta3, fluorogenic substrate, fluorescence; in the data active means inhibition above about 11%;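 further: 0% = median of compound wells on plate and 100% = full blocker control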
PLCg1 inh – blocks human PLC-gamma1 enzyme activity. inhibition, % at 12.2 µM. P19174. hit rate 0.84% among 370,000. AID 720700. purified PLC-gamma1, fluorogenic substrate, fluorescence; in the data active means inhibition above about 9.5%
hgDAF12 agonist – hgDAF-12 agonism, primary luciferase screen; HEK293 GAL4-hgDAF12 UAS-luciferase reporter, agonist luminescence; normalized to butyrate control; activation, % at 6.8 µM; hit rate 1.8% among 370,000;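 active means activation above a cutoff set at the mean of all screened compounds plus 3 SD, cut at about 10% in these data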;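 further: 0% = DMSO wells and 100% = sodium butyrate wells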
ssDAF-12 act – activates DAF-12 receptor from parasite S. stercoralis; AID 652126; HEK293 ssDAF-12/GRIP1 lit1-tk-luc reporter, luminescence; % of 3 µM dafachronic acid response; activation, % at 6.8 µM; hit rate 1% among 370,000;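 active means activation above the mean over all tested compounds plus 3 SD, cut at about 0.9% in these data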;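 further: 0% = DMSO-only wells and 100% = 3 µM delta7-dafachronic acid wells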
ADAM10 inh – inhibits human ADAM10; O14672; inhibition, % at 7 µM; hit rate 0.62% among 370,000; recombinant ADAM10, EDANS/DABCYL FRET peptide cleavage, 3 h;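 active means inhibition above a per-campaign cutoff equal to the mean of compounds falling between control-based bounds plus 3 SD, cut at about 20% in these data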;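 further: 0% = DMSO wells while the 100% control is not disclosed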
Target sequence (O14672 214-748 limits assumed): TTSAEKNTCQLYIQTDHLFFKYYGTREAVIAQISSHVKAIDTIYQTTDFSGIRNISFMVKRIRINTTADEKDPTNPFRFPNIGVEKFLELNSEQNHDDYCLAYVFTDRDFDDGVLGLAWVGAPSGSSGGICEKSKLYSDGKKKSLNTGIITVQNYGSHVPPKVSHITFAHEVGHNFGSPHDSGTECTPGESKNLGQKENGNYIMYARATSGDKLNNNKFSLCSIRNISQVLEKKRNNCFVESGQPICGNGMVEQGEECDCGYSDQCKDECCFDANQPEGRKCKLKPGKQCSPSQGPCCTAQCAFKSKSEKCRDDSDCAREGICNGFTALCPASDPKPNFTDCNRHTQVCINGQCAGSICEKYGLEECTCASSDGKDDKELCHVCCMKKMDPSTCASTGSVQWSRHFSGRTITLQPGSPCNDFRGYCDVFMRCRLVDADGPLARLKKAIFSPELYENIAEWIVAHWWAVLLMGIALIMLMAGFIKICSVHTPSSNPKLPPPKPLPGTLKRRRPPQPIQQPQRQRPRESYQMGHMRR
DAX1 inh-2 – inhibits human nuclear receptor DAX1; hit rate 0.99% among 340,000; HEK293 Gal4-DAX1 luciferase reporter, luminescence; P51843; AID 504766; inhibition, % at 6.75 µM;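 active means inhibition above the mean over all tested compounds plus 3 SD, cut at about 4.2% in these data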;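 further: 0% = DAX1-transfected cells with DMSO and 100% = empty-vector control cells with DMSO; inhibition shows as a rise in luminescence from relieved DAX1 repression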
Target sequence (P51843 207-470 limits assumed): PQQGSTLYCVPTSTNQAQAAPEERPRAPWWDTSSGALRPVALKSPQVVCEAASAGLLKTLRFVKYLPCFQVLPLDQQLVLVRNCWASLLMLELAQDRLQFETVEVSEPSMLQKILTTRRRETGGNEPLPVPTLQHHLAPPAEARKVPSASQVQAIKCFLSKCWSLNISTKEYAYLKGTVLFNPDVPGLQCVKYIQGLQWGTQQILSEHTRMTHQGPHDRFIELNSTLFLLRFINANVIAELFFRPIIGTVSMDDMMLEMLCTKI
ADAM17 inh – inhibits human ADAM17; P78536; recombinant ADAM17, EDANS/DABCYL FRET peptide cleavage; inhibition, % at 6.95 µM; hit rate 0.83% among 370,000;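 active means inhibition above the mean of compounds lying between control limits plus 3 SD, set per campaign, cut at about 8.5% in these data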;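 further: 0% = DMSO-only wells as the low control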
HGIII-sPLA2 inh – Inhibits HGIII-sPLA2 liposome hydrolysis, primary screen; QFRET BODIPY PC-A2 liposome hydrolysis, fluorescence; hit rate 0.56% among 370,000; AID 743126; inhibition, % at 12.2 µM;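 active means inhibition above mean plus 3 SD of compounds lying within the high and low control bounds, cut at about 19% in these data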;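 further: 0% = median of test compound wells and 100% = no enzyme DMSO wells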
hcDAF12 agonist – activates DAF-12 receptor from parasite H. contortus; HEK293 hcDAF-12 lit1-tk-luc reporter, luminescence; 0% DMSO, 100% Δ7-dafachronic acid; activation, % at 6.8 µM; AID 652067; hit rate 1.4% among 370,000;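 active means activation above the mean of all tested compounds plus 3 SD, cut at about 5.5% in these data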;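 further: 100% = response to 3 µM Δ7-dafachronic acid high control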
FXN GAA850 act – increases GAA850 frataxin promoter reporter activity; HEK293 lucGAA850 FXN promoter luciferase reporter, 24 h; percent of 10 µM SAHA response; activation, % at 6 µM; hit rate 0.56% among 360,000; AID 540364;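 active means activation above the average of all compounds screened plus 3 SD, cutoff fixed separately per campaign, cut at about 7.5% in these data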;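 further: 0% = DMSO wells and 100% = 10 µM SAHA wells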
* hit, by the source's call; i = inactive; nt = no result given.

Structure	hcDAF12 agonist	DAX1 inh-1	PLCb3 inh	DAX1 inh-2	ADAM17 inh	hgDAF12 agonist	FXN GAA850 act	ssDAF-12 act	HGIII-sPLA2 inh	PLCg1 inh	ADAM10 inh
CSc1cccc(CNC(=O)C2CCC(=O)N(Cc3cccc(C(F)(F)F)c3)C2)c1 (centres undefined)	1.8	1.0	-8	0.0	-1	4.9	2.9	-0.8	-4	-1	4
CC(=O)c1ccc(N2CCN(S(=O)(=O)c3ccc4c(c3)NC(=O)CC(=O)N4)CC2)cc1	0.5	2.9	-5	0.3	1	1.3	1.5	-0.7	1	-2	-1
Cc1ccc2nc(-c3ccc(Br)cc3)cc(C(=O)NCC3CCCO3)c2c1 (centres undefined)	-2.5	2.2	6	2.2	-1	-0.9	-0.8	-0.8	-1	0	-4
Cc1c(C(=O)NNC(=O)c2csc(N3CCOCC3)n2)oc2ccc(Br)cc12	0.1	1.0	-10	0.1	-1	3.1	-1.0	-1.2	8	-6	-8
COc1ccc(-c2nc(-c3ccccc3)c(-c3cccs3)[nH]2)cc1OC	-2.4	-0.6	-158	-0.7	-115	-3.3	-2.6	-2.4	0	-111	-296
CCCCCCCc1nn2c(=O)cc(O)nc2s1	-1.1	0.3	0	0.4	-4	2.9	0.2	-0.5	-10	-5	0
CC(=O)N1CCCC(C)(C(=O)N(C)Cc2cccc3ccccc23)C1 (centres undefined)	-1.5	-1.0	2	nt	1	-1.0	-0.9	-1.8	0	2	-2
CCCCCn1c(=NC(C)=O)c(C#N)cc2c(=O)n3ccccc3nc21	0.6	0.0	-116	-0.8	-181	0.8	0.9	-1.9	2	-84	i
O=C(C1CCN(S(=O)(=O)c2cccc3nsnc23)CC1)N1CCc2ccccc2C1	-1.9	-0.7	1	0.1	-1	-3.7	2.5	-1.1	-10	1	0
O=C(c1ccc(-n2nc(C(F)(F)F)c3c2CCCC3)cc1)N1CCOCC1	-0.1	-0.6	-3	0.7	-6	-0.4	1.4	-1.8	5	0	-7
C[C@H](O)[C@@H]1CN2CCc3c([nH]c4ccccc34)[C@@H]2C[C@@H]1N(C)Cc1cc(Cl)cc(Cl)c1	0.5	-0.4	-91	0.5	-11	3.0	-0.9	-0.1	-10	-80	-46
O=C1C(C2=NC(c3ccccn3)C3C(=O)N(c4ccc(Cl)cc4Cl)C(=O)C23)=C(O)c2ccccc21 (centres undefined)	-1.8	0.7	-6	0.8	-3	3.4	-0.9	-1.7	1	2	-5
COc1ccc(C(=O)NCC2CCN(C(=O)C(=O)c3cc4ccccc4o3)CC2)c(OC)c1	-2.0	-0.9	3	nt	-1	1.3	nt	-0.8	-4	-1	-4
COc1cccc(N2CC(C)Cn3c2nc2c3c(=O)n(CCN3CCOCC3)c(=O)n2C)c1 (centres undefined)	-1.3	0.4	1	-0.2	-2	0.6	0.6	-1.4	2	-2	-4
COc1ccc(NC(=O)Nc2nnc(CC(=O)NCc3ccccc3)s2)cc1	0.3	-0.4	0	-1.1	-4	0.1	1.2	-0.6	-4	2	-5
COc1cccc(CNCc2ccc(OC)cc2OC)c1	-1.2	-0.1	7	0.6	-2	2.8	2.4	-0.6	-10	2	6
Cc1cc2nc(C(C)(C)C)c(Cc3ccccc3)n2c(C)c1Br	5.4	1.4	-11	nt	-1	1.8	nt	0.6	-5	-2	-8
O=C(Oc1ccc(F)cc1)N1CCOCC1	0.8	-0.5	-8	3.3	-6	-1.0	1.9	0.0	4	-3	-2
CC(C)(C)NC1=CC(=O)OC12CCCCC2	-1.9	-0.2	-2	1.8	-2	0.2	1.6	-1.3	-1	4	-10
Fc1ccc2cnc(-c3cccnc3)cc2c1	1.5	0.1	-8	0.6	-5	5.9	1.1	-0.4	3	-3	-5
C/C(=N/NC(=O)CN1CCN(Cc2ccccc2Cl)CC1)c1cccs1	0.3	-0.2	-7	nt	0	-1.0	1.1	-1.1	-14	-2	-4
NS(=O)(=O)c1ccc(-c2ccc(/C=N/NC(=O)c3ccccc3O)o2)cc1	-0.2	-0.2	-55	0.1	-17	3.2	2.9	-1.5	-7	-31	-72
CC(=O)Nc1ccccc1OCC(=O)N(Cc1ccccc1)C(C)C	-4.4	-1.3	4	-1.9	-2	-6.5	0.0	-1.8	2	0	8
Cc1ccc(C2(C)NC(=O)N(CC(=O)NCc3cccc(Cl)c3)C2=O)cc1 (centres undefined)	-2.4	-0.8	-3	1.2	-4	1.7	-0.1	-0.9	-3	0	-8
CCn1c(C)c(C)c2cc(C(=O)NCCCN3CCCC3)ccc21	-0.1	0.4	-31	1.6	-5	2.4	1.9	-0.5	-2	-20	-11
CNc1c([N+](=O)[O-])cnn1-c1ccccc1F	-0.8	0.4	4	nt	3	2.1	3.3	-1.4	2	7	2
CC(=O)Nc1cc2c(cc1[N+](=O)[O-])-c1ccc(F)cc1C2	3.5	0.0	-1	3.8	-4	7.8	2.5	-0.4	-8	3	-7
CCN(CC)S(=O)(=O)c1ccc(C)c(NC(=O)COC(=O)CN2C(=O)NC(C)(C)C2=O)c1	-0.2	-0.1	-7	0.8	0	-1.9	0.7	0.9*	7	-1	0
O=C1CC(c2ccccc2)CC2=C1C(c1ccccn1)Nc1ccccc1N2 (centres undefined)	0.9	0.0	-1	0.8	-1	-1.6	-0.4	-0.9	4	-1	2
O=C(CN1CCc2ccccc2C1)NC1CCCC1	-0.1	0.4	5	1.3	1	2.2	3.1	-2.0	3	1	4
O=C(O)c1cccc(Nc2ncnc3c2cnn3-c2ccccc2)c1	1.4	1.2	-5	-2.7	-6	8.7	2.0	-0.3	1	-1	-12
COc1ccc(OC)c(/C=N/NC(=O)c2[nH]ncc2Br)c1	2.4	0.4	-395	nt	-136	3.7	1.5	-0.5	-11	-370	-373
CCc1ccc(S(=O)(=O)NCC2(N3CCOCC3)CCCCC2)cc1	-0.1	-1.4	-3	-1.4	-2	-0.9	-0.3	-1.2	-8	0	-2
CCN(CC)CCNC(=O)Cn1c(C)cc2ccccc2c1=O	-0.4	-0.5	1	0.1	-5	0.5	1.2	-0.9	0	0	-25
Cc1cccnc1NC(=O)c1ccc(S(=O)(=O)N2CCCCCC2)cc1	-0.1	-0.3	2	1.2	-1	1.2	0.5	-0.8	-4	0	3
COc1cc(/C=N/NC(=O)C(Cc2c[nH]c3ccccc23)NC(=O)OCC(C)C)cc([N+](=O)[O-])c1OCc1ccccc1 (centres undefined)	1.3	0.1	3	5.2*	-2	-1.8	2.5	0.2	0	-1	-1
CC(=O)NC(Cc1cccc(C)c1)C(=O)NC1CCN(S(=O)(=O)c2ccccc2)CC1 (centres undefined)	-1.5	-0.1	-3	0.3	1	2.2	0.1	-1.0	-8	0	-2
CCN1CCN(c2cc(C)c3cc(NC(=S)N(C)Cc4ccccc4)ccc3n2)CC1	-3.7	-0.2	-151	-1.2	-92	-0.7	-1.3	-1.4	-1	-100	-227
COC(=O)CNC(=O)C1CCN(S(=O)(=O)c2cnc[nH]2)CC1	-0.5	-0.7	-2	0.2	0	-0.2	1.8	-1.3	2	0	-3
O=C(CSc1nnc(-c2ccccn2)n1-c1ccccc1)Nc1cccc2ccccc12	-0.6	0.1	0	nt	0	0.2	nt	-1.7	-3	-2	-12
Cc1ccc(CN2CC(C(=O)N(Cc3nnc(-c4ccccc4Cl)o3)C3CC3)CC2=O)cc1 (centres undefined)	-2.5	0.3	4	0.5	-2	-1.3	-0.3	-1.2	-7	0	-2
S=C(NN=C(c1ccccc1)c1ccccn1)N(Cc1ccccn1)Cc1ccccn1	-3.6	-6.8	-10	-5.4	72*	-8.6	-11	-2.2	-3	-12	78*
COc1ccc(C2=NOC(c3nnc(-c4ccccc4)o3)C2)cc1 (centres undefined)	-1.0	0.4	-2	0.7	-4	1.7	1.4	-1.1	4	2	2
COc1cc(/C=C(\C#N)C(=O)NCC2CCCO2)cc(OC)c1OC (centres undefined)	-0.6	-0.3	-4	0.3	-2	2.0	2.6	-1.5	5	-4	-2
COc1ccccc1CNS(=O)(=O)c1ccc(-n2cccn2)cc1	0.5	-1.7	-5	-0.5	1	-1.3	1.4	-1.1	-11	9	0
C=CCn1c(SCC(=O)N2CCCCC2)nnc1-c1ccncc1	-1.9	-0.8	1	0.5	-5	2.0	0.4	-2.1	3	-3	-2
COc1ccc(OC)c(CN2CCN(C(=O)c3ccc(F)cc3)CC2)c1	-1.5	0.4	2	-2.3	-4	-1.7	0.9	-0.8	3	3	-7
COCCCNC(=O)c1cc(Sc2nnc(C)s2)nc2ccccc12	2.6	0.5	-14	1.6	-8	2.8	0.5	-0.2	5	-2	0
CC(=O)Nc1ccc(S(=O)(=O)NC2Cc3ccccc3C2)cc1	-1.1	-0.2	-3	-0.9	-4	-1.1	-0.1	-1.4	-4	0	-6
CC(=O)Nc1ccc(S(=O)(=O)NCC(C)NS(=O)(=O)c2ccc(NC(C)=O)cc2)cc1 (centres undefined)	0.5	-0.8	3	-1.4	-2	0.5	0.0	-0.1	8	3	-15
CCOC(=O)N1CCN(C(=O)CSCC(=O)Nc2nc(-c3ccc(C)cc3)cs2)CC1	2.7	-0.5	-2	2.0	-5	3.0	1.2	-1.0	2	0	-9
